Bioassay records deposited in PubChem by The Scripps Research Institute Molecular Screening Center.
M1 PAM parental – M1 PAM counterscreen hit in parental CHO-K1 cells; ATP EC20, Fluo-8 calcium fluorescence; 0% at ATP EC20, 100% at ATP max; activation, % at 3 µM; actives 0.02% (n = 360,000);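 active means activation above the run cutoff, the mean activation of all test compounds plus 3 SD, cut at about 40% in these data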;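 further: peak over basal fluorescence ratio in a 140 s read after ATP addition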
CHO parental Ca – signal in parental CHO cells, OX1R antagonist counter-screen | actives 0.63% (n = 330,000) | inhibition, % at 5.6 µM | AID 463079 | parental CHO-K1, ATP-induced calcium, Fluo-8 fluorescence;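 active means inhibition above that plate's mean sample inhibition plus 3 SD, cut at about 26% in these data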;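 further: 0% = ATP-challenged DMSO wells and 100% = DMSO wells without ATP; some compounds past the cut are filed as inactive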
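material = parental CHO cells | also added = ATP as calcium-mobilizing challenge | dosing = single point at 5.6 µM | detection = intracellular calcium via Fluo-8 no-wash fluorescent dye | read-out = % inhibition | benchmarks = low control ATP plus DMSO, high control DMSO only | repeats = one well per compound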
TAAR1 antagonist – antagonists of human TAAR1. CHO RD-HGA16 TAAR1, Fluo-8 calcium fluorescence, antagonist. Q96RJ0. inhibition, % at 3 µM. actives 1.5% (n = 360,000). AID 624466;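 active means inhibition above a per-plate cutoff, the mean inhibition of test compounds on that plate plus 3 SD, cut at about 49% in these data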;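 further: 0% = DMSO plus EC80 beta-PEA response and 100% = DMSO alone without agonist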
Target sequence (Q96RJ0 whole entry, looked up): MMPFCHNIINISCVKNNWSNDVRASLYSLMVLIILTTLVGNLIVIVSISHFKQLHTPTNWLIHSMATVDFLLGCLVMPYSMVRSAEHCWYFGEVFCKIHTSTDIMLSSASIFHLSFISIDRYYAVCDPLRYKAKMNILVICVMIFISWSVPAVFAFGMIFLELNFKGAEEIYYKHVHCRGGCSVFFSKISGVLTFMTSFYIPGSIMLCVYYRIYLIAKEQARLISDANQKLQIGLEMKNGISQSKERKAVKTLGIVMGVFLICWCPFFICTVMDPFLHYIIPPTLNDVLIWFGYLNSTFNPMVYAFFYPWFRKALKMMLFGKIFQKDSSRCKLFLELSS
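System: RD-HGA16 CHO cells with stable hTAAR1 and Gα16 | Probe or stimulus: EC80 β-phenethylamine stimulus | Dosing: 3 µM, single point | Times: Dye loading 75 min at 37 °C, then 30 min room temperature | Measured by: Fluo-8 calcium-sensitive fluorescence | Read-out basis: % inhibition of agonist calcium response | Replicates: n of 1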
M1 ag – human M1 muscarinic receptor agonism | AID 588814 | activation, % at 3 µM | actives 0.33% (n = 360,000) | CHO-K1 hM1, Fluo-8 calcium fluorescence, agonist mode; 0% DMSO, 100% acetylcholine EC100 | P11229;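 active means activation above the run's mean compound activation plus 3 SD, cut at about 16% in these data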;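 further: peak over basal fluorescence ratio within a 140 s kinetic read after compound addition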
Target sequence (P11229 whole entry, looked up): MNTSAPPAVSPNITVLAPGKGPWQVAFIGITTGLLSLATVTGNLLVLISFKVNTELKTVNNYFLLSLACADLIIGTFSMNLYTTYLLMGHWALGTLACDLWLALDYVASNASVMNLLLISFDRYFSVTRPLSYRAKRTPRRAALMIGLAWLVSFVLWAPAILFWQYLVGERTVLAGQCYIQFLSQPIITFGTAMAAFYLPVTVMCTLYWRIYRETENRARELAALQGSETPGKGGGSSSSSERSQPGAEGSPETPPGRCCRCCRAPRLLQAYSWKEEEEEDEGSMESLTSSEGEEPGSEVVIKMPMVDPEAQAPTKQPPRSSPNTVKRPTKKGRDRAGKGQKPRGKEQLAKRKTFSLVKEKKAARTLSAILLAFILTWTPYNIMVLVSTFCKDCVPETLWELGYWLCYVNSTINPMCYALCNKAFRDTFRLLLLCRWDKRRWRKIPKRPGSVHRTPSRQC
V1R ag counter – counter-screen for oxytocin receptor agonists: human V1a receptor agonists. P37288. CHO-V1R cells, Fluo-8 calcium fluorescence, agonist mode; 0% DMSO, 100% 3 nM vasopressin. activation, % at 3 µM. actives 0.25% (n = 320,000);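 active means activation above the mean activation of all tested compounds plus 3 SD, per screening run, cut at about 20% in these data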;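 further: signal is peak over basal fluorescence ratio across a 100 second FLIPR read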
CHO-K1 Ca ag – counter-screen for M1 agonists: effect in parental CHO-K1 cells | Fluo-8 calcium fluorescence; scaled to maximal ATP response, vehicle zero | activation, % at 3 µM | actives 0.48% (n = 360,000); in the data active means activation above about 15%;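 further: untransfected CHO-K1 host cells lacking M1 receptor as counterscreen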
CHO-K1 Ca antag – M1 antagonist counterscreen hit in parental CHO-K1 cells; ATP-induced calcium, Fluo-8 fluorescence; inhibition, % at 3 µM; actives 0.6% (n = 360,000); AID 602250;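 active means inhibition above a per-plate cutoff, the plate's mean sample inhibition plus 3 SD, cut at about 24% in these data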;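 further: 0% = DMSO plus EC80 ATP and 100% = DMSO alone without ATP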
TAAR1 agonist – human TAAR1 agonism | actives 0.99% (n = 360,000) | CHO RD-HGA16 TAAR1, Fluo-8 calcium fluorescence; vehicle wells 0%, saturating PEA agonist 100% | Q96RJ0 | activation, % at 3 µM | AID 624467;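 active means activation above the mean activation of all test compounds in the run plus 3 SD, cut at about 38% in these data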
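Repeats: no replicates (n 1) | Material: CHO-derived RD-HGA16 cells with stable Gα16 and human TAAR1 | Technique: Kinetic Fluo-8 calcium fluorescence | Schedule: 17-24 h seeding, 75 min 37 °C dye, 30 min RT | Evaluation: % activation from peak over basal fluorescence ratio, DMSO-to-PEA scaled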
OXTR potentiator – potentiators of human oxytocin receptor; P30559; CHO-OTR cells, Fluo-8 calcium fluorescence, potentiator mode; 0% = oxytocin EC15, 100% = EC100; activation, % at 3 µM; actives 0.061% (n = 320,000); AID 2445;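 active means activation above that plate's cutoff, the mean activation of tested compounds plus 3 SD, cut at about 6.6% in these data, passing the limit was not always enough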;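 further: 100% uses oxytocin at 75 nM as the full agonist control; some results filed as inactive read as strong as hits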
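System: human OTR in CHO cells / Also added: sub-maximal oxytocin, roughly EC15 / Control set: EC15 oxytocin low, 75 nM oxytocin high / Schedule: 6 min compound pre-incubation at room temperature, 100 s kinetic read / Compound: single-point 3.0 µM / Replication: singlicate / Technique: Fluo-8 calcium dye fluorescence / Read-out basis: % activation of max/min ratio relative to oxytocin controls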
Numbers without * were called inactive; . = not tested or not shown.

SMILES | M1 PAM parental | CHO parental Ca | TAAR1 antagonist | M1 ag | V1R ag counter | CHO-K1 Ca ag | CHO-K1 Ca antag | TAAR1 agonist | OXTR potentiator
Cn1c(CCN2CCCCC2)nc2cc(NC(=O)COc3ccc([N+](=O)[O-])cc3)ccc21 | 1 | -12 | -8 | -5 | 0.8 | 0.1 | -13 | 1 | -1
CSc1nnc(-c2cc(-c3ccc(C)cc3)nc3ccccc23)o1 | 19 | -5 | 5 | -6 | -0.8 | 0.9 | -6 | 6 | -6
CC1CCN(c2ccc(NC(=O)c3cccnc3)cc2)CC1 | 12 | -11 | -17 | -2 | 0.6 | 0.3 | 4 | 3 | -12
COc1ccc(-c2ccc(CN3C(C(C)C)C(=O)N(Cc4cn(Cc5ccco5)nn4)CCS3(=O)=O)cc2)cn1 (configuration not stated) | 8 | . | -33 | -3 | . | 0.2 | 0 | -1 | .
CC(C)(C)c1ccc(NC(=O)COC(=O)CCc2nc3ccccc3c(=O)[nH]2)cc1 | 15 | -9 | 7 | -5 | 0.3 | 1.3 | 1 | 5 | -5
CSc1nnc2c(n1)OC(c1cccn1C)N(C(C)=O)c1ccccc1-2 (configuration not stated) | 5 | -1 | -11 | -3 | 0.1 | 0.1 | -18 | 5 | -10
Cc1ccc(/C=C2/C(=O)c3ccc(C(=O)O)cc3C2=O)o1 | 14 | . | 12 | 6 | . | 1.2 | -5 | 4 | .
CC(NCc1ccc2c(c1)OCO2)C(=O)NC1CCCc2ccccc21 (configuration not stated) | -4 | -18 | 14 | -4 | 1.9 | 0.9 | -2 | 7 | -9
O=C(Nc1ccc(C(F)(F)F)cc1)c1cccnc1N1CCOCC1 | 12 | 3 | -3 | 7 | 5.7 | 3.4 | -18 | 13 | -8
CCOC(=O)C(C)Oc1cccc2c(=O)n(CC(=O)N3CCc4ccccc43)ccc12 (configuration not stated) | 25 | -15 | 10 | -5 | 0.0 | 0.6 | -7 | -2 | -1
O=S(=O)(c1cnc(Cl)c(Br)c1)N1CCN(c2ncccn2)CC1 | 22 | -6 | -6 | 1 | -0.9 | 12 | -15 | 0 | 6
COc1ccc(-c2csc3[nH]c(=S)n(-c4ccccc4)c(=O)c23)cc1OC | 5 | -2 | 3 | -5 | 4.9 | 0.0 | -7 | 2 | -11
CCCCCOc1ccc(C(=O)CCC(=O)Nc2ccc(NC(C)=O)cc2)cc1 | -5 | 0 | -10 | -3 | 0.5 | 0.1 | -5 | 5 | -5
CC(C(=O)Nc1ccccc1Cl)c1ccc([N+](=O)[O-])cc1 (configuration not stated) | 11 | -2 | 0 | -3 | 3.5 | 1.4 | -5 | 19 | -12
O=C(NNC(=O)c1ccccn1)c1ccc(OC(F)F)cc1 | 16 | -4 | 0 | -1 | 1.2 | 0.9 | -8 | -1 | -7
O=C(NCc1ccncc1)C1CCCN(S(=O)(=O)c2cc(Cl)ccc2Cl)C1 (configuration not stated) | 18 | -14 | 12 | -6 | 2.4 | 2.7 | -10 | 1 | -6
CCOc1cccc(/C=N/NC(=O)C2CCCC2)c1O | -13 | -6 | -2 | -1 | 0.1 | 0.6 | -2 | 0 | -4
C/C(=N/NS(=O)(=O)c1cc(C)ccc1C)c1ccncc1 | 9 | -11 | 0 | -1 | -0.1 | 0.4 | -1 | 5 | 1
COc1ccccc1OC(=O)c1cc(Cl)nc2ccccc12 | 2 | -17 | -2 | -4 | -1.0 | 0.4 | -14 | 8 | 0
O=C(NC(c1ccc(Cl)cc1)c1ccsc1)C1CCN(CCOc2ccc(Cl)cc2)CC1 (configuration not stated) | 6 | . | -11 | -3 | . | 0.2 | -2 | 9 | .
COC(=O)C1=NNC2(c3ccc(Cl)cc3)C(=O)N(c3ccccc3)C(=O)C12 (configuration not stated) | 14 | -15 | 23 | -2 | 0.5 | 4.5 | -1 | 12 | -2
Cc1ccccc1NS(=O)(=O)c1ccc(C(=O)N2CCN(c3ccccn3)CC2)cc1 | 9 | 14 | 24 | -4 | 9.9 | 10 | -6 | 11 | -15
CCOc1ccc(S(=O)(=O)NCc2cccnc2)cc1C(C)C | 3 | -10 | -21 | 0 | 3.6 | 2.8 | -10 | 1 | -13
O=C(COC(=O)c1ccco1)Nc1cc(S(=O)(=O)N2CCCCC2)ccc1Cl | 11 | -11 | 19 | -5 | 1.7 | 1.5 | -14 | 1 | -6
FC(F)(F)c1ccccc1C1=CC(c2ccccc2)n2ncnc2N1 (configuration not stated) | 7 | -4 | 19 | -8 | 0.6 | 0.6 | -3 | 8 | -9
Cc1ccc(NC(=O)Cn2ccsc2=N)c([N+](=O)[O-])c1 | -8 | -13 | -10 | -6 | 1.2 | 4.8 | 22 | 2 | -20
Cc1ccc(NC(=S)Nc2ccc3cn[nH]c3c2)cc1C | 17 | -1 | 0 | -7 | 0.6 | 0.0 | -6 | 6 | -4
Cc1nc(C(=O)N2CCc3c([nH]c4ccccc34)C2c2ccccn2)cs1 (configuration not stated) | 20 | -17 | 11 | -9 | 1.9 | 0.4 | -2 | 3 | -4
O=C(NCC1CCCCC1)c1cccnc1 | 15 | 0 | 5 | -2 | -0.5 | 0.1 | -4 | 1 | -4
CCOC(=O)C(Cc1ccnnc1)=NO | 5 | . | -7 | 0 | . | 0.3 | -11 | 0 | .
COc1cccc(N2CC(C(=O)Nc3nnc(SCC(=O)Nc4ccc(NC(C)=O)cc4)s3)CC2=O)c1 (configuration not stated) | -8 | 2 | -6 | -3 | 0.0 | 0.1 | 13 | 1 | -8
C/C(=N\NC(=O)c1nnn(-c2nonc2N)c1CSc1ccccc1)c1cccnc1 | 21 | -22 | -9 | -1 | 3.7 | 0.7 | -15 | 3 | -10
O=C(N/N=C/c1ccc(-c2ccc([N+](=O)[O-])cc2)o1)[C@H]1C[C@@H]1c1ccccc1 | 9 | -11 | -4 | -2 | -0.3 | 1.3 | -9 | 0 | 5
CCCCN(C(=O)CSc1nnc(-c2ccc(Cl)cc2)o1)c1c(N)n(CC(C)C)c(=O)[nH]c1=O | -19 | -20 | 2 | 7 | 0.6 | 0.2 | -5 | 0 | -2
Cc1ccc(C(N)=Nc2ccccc2)cc1 | -7 | -12 | 12 | -6 | 0.8 | 2.2 | -17 | 7 | -1
CCOc1ccc(CCNC(=O)COC(=O)c2ccc(OC)c(OC)c2OC)cc1OCC | 6 | -19 | -13 | -5 | -0.6 | 1.2 | -7 | 1 | 3

Pulled one by one from the entries so far, 4 records:
SMILES | M1 PAM parental | CHO parental Ca | TAAR1 antagonist | M1 ag | V1R ag counter | CHO-K1 Ca ag | CHO-K1 Ca antag | TAAR1 agonist | OXTR potentiator
FC(F)(F)c1ccccc1C1=CC(c2ccccc2)n2ncnc2N1 (configuration not stated) | 7 | -4 | 19 | -8 | 0.6 | 0.6 | -3 | 8 | -9
O=C(N/N=C/c1ccc(-c2ccc([N+](=O)[O-])cc2)o1)[C@H]1C[C@@H]1c1ccccc1 | 9 | -11 | -4 | -2 | -0.3 | 1.3 | -9 | 0 | 5
C/C(=N\NC(=O)c1nnn(-c2nonc2N)c1CSc1ccccc1)c1cccnc1 | 21 | -22 | -9 | -1 | 3.7 | 0.7 | -15 | 3 | -10
O=C(NCC1CCCCC1)c1cccnc1 | 15 | 0 | 5 | -2 | -0.5 | 0.1 | -4 | 1 | -4

Continuation:
SMILES | M1 PAM parental | CHO parental Ca | TAAR1 antagonist | M1 ag | V1R ag counter | CHO-K1 Ca ag | CHO-K1 Ca antag | TAAR1 agonist | OXTR potentiator
Cc1cccc2cc(CN(Cc3ccc(F)cc3)Cc3nnnn3C3CCCC3)c(=O)[nH]c12 | 13 | -10 | 11 | -2 | 0.3 | 0.8 | -18 | 3 | -8
CCOC(=O)c1cnn(-c2cc(C(C)(C)C)nc3c(-c4ccccc4)c(C)nn23)c1N | -2 | -17 | 13 | -4 | 0.7 | 0.4 | -6 | 8 | -2
NS(=O)(=O)c1ccc2c(c1)C(=NO)c1cc(S(N)(=O)=O)ccc1-2 | 14 | 10 | 2 | -1 | 0.0 | 0.2 | -3 | 4 | -15
Cc1ccccc1Cn1ccc(NC(=O)c2cc3nc(-c4ccco4)cc(C(F)(F)F)n3n2)n1 | 18 | -15 | 17 | -2 | -1.1 | 0.5 | -11 | 4 | -6
CC1(C)Cc2c(sc3nnn(Cc4ccccc4)c(=O)c23)CO1 | 29 | -28 | 0 | -7 | -0.8 | 1.3 | -7 | -2 | -3
Cc1ccc2c(c1)NC(c1cccs1)C1=C(CC(C)(C)CC1=O)N2 (configuration not stated) | 6 | 0 | -20 | -2 | -0.8 | 0.1 | 4 | 0 | 0
COc1ccc2c(c1OC)C(=O)N1C2SC(C)(C)[C@H]1C(=O)NCC(C)C (some centres not stated) | 0 | -22 | 7 | -3 | 0.3 | -0.1 | 7 | -2 | -16
COc1cccc(NC(=S)N(Cc2ccc(C)cc2)Cc2ccccn2)c1 | 14 | 1 | -19 | -5 | 1.0 | 1.2 | -12 | 5 | -4
CC(=O)C[C@@H](O)CC(=O)[C@H]1OC(=O)[C@H](C)CCCCc2ccccc21 | 22 | -10 | -10 | 8 | -0.3 | 1.8 | -17 | 0 | -5
Cc1[nH]n(C(N)=S)c(=O)c1N=Nc1cccc([N+](=O)[O-])c1C | -3 | 0 | . | 8 | 9.0 | 26* | 10 | . | -14
Cc1ccc(-c2csc(/C=C3\SC(C)C(=O)N3CC(=O)Nc3ccccc3F)n2)cc1 (configuration not stated) | 30 | -6 | 0 | -2 | -0.2 | 1.4 | -20 | -4 | 0
COc1ccc(C(=O)OC(C)C(=O)Nc2cc(C(F)(F)F)ccc2Cl)c(OC)c1OC (configuration not stated) | 16 | -5 | 5 | -3 | 0.3 | 4.4 | 4 | 17 | -11
N=C1CCC(=N)c2c1c(O)c1ccccc1c2O | 5 | 1 | . | -2 | 2.1 | 1.1 | -14 | . | -2
CCOC(=O)Cc1n[nH]c(=O)c2ccccc12 | 21 | -7 | 2 | -8 | 0.7 | 1.3 | -12 | 9 | -1
CCc1nc2c(OC)cccn2c1N(C)C(=O)c1ccccc1F | 11 | . | -2 | -5 | . | 0.4 | -15 | 1 | .
Cc1ccc(-n2nc3c(c2NC(=O)c2cccs2)CS(=O)(=O)C3)cc1 | 2 | -13 | -11 | -1 | 1.2 | 0.4 | -14 | 0 | -5
Cc1nc(C)c(NC(=O)OC(C)C)cc1NC(=O)OC(C)C | 16 | 5 | 8 | 0 | 0.1 | -0.4 | -1 | 0 | -6

Outcome played no part in choosing rows. Share with any hit: about 3.3%.
